# Giardia FBPA inh: inhibitors of Giardia lamblia fructose-1,6-bisphosphate aldolase | A8B2U2 | purified Giardia FBPA | Potency, µM (titrated, usually from 59.6 µM), for inactives: at the top dose activity, negative = inhibition, actives largely listed as inhibitors | 0.71% of 290,000 active; also: potency is read from the fitted curve at half-maximal effect; % is scaled to controls: 0 for no effect and ±100 for the full control effect; nearly all actives have a fitted effect of over 55% in size
# Target sequence (A8B2U2 whole entry, looked up): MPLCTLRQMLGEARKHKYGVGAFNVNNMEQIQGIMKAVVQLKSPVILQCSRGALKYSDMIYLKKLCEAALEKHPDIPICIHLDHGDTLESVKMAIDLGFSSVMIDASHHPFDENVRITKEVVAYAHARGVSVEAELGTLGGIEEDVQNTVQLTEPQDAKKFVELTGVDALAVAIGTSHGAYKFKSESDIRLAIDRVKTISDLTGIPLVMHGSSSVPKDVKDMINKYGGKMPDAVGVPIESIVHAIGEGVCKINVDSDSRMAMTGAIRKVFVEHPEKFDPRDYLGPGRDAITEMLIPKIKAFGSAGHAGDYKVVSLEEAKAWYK
#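 40 nM FBPA preincubated 10 min at RT with compound (up to 57.5 uM final), then substrate plus GAPDH/TPI/NAD/arsenate coupling and diaphorase/resazurin added. Fluorescence read after 20 min at RT, 525/598 nm.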
# CHX counter: counter-screen hit for Shiga toxin inhibitors, cycloheximide; cell reporter, cycloheximide protein synthesis inhibition counterscreen; max response, %; 12% of 300,000 active; in the data active = max response mostly above about 13%, no sharp cut-off; inactive = mostly below about 14%; also: read at 38.3 µM for the half of the compounds with a filed dose; 0% is about no effect
# HCMV antiviral: inhibitors of human cytomegalovirus; AID 1259415; 4.5% of 410,000 active; activity change, negative = inhibition, % at 57.5 µM; HFF cells, HCMV-luciferase reporter, 72 h; hits give low values; in the data active = activity change below about -60%; inconclusive = no clear call, values can overlap the other calls; inactive = above about -39%; also: % is scaled to controls: 0 for no effect and ±100 for the full control effect
#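 Steps: HFFs plated, 16 h 37C; compounds added; HCMV-luciferase added to MOI 1 PFU/cell; 72 h 37C; OneGlo reagent, 5 min room temperature; luminescence read, normalized to controls.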
# AMA1-RON2 inh: disrupts binding of P. falciparum AMA1 to RON2 | AlphaScreen AMA1-biotinylated RON2 peptide binding | 0.2% of 360,000 active | Potency, µM (highest dose often 58.2 µM), for the others: at the top dose activity change, negative = inhibition, actives largely listed as inhibitors;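 also: potency is read from the fitted curve at half-maximal effect; 0% = vehicle wells and -100% = peptide control; nearly all actives have a fitted effect of over 45% in size; some results filed as inactive show a strong effect at the top dose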
#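 AMA1 (3D7) with his tag at 25 nM final met compounds first, then biotinylated RON2 peptide at 25 nM; detection used donor plus acceptor beads, 10 µg/mL apiece, read by AlphaScreen after 30 min at room temperature.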
# AmpC inh no detg: blocks E. coli AmpC beta-lactamase in detergent-free assay; AmpC nitrocefin hydrolysis, absorbance 480 nm, 0.0001% Triton; Potency, µM (highest dose often 57.1 µM), for inactives: at the highest dose activity change, negative = inhibition, hits mostly inhibitors; 0.52% of 330,000 active; AID 485341;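 also: potency is read from the fitted curve at half-maximal effect; plate controls were no compound for no effect and no enzyme for full effect; nearly all actives have a fitted effect of over 20% in size; some results filed as inactive show a strong effect at the top dose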
# Target sequence (P00811 whole entry, looked up): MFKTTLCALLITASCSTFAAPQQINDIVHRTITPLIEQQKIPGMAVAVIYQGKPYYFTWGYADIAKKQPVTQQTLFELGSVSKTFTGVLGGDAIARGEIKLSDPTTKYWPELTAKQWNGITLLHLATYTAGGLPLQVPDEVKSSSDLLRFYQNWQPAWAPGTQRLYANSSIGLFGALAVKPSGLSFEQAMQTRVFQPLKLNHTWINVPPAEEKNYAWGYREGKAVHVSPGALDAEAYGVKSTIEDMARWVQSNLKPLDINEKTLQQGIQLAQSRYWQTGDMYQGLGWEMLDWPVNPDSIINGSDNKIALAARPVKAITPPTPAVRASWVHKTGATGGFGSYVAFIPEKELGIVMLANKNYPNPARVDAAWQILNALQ
#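 20 mM phosphate pH 7.0 + 0.01% (detergent screen) or 0.0001% Triton X-100; 5.3 nM AmpC reagent; cpd preinc 15 min RT; nitrocefin (800 uM stock) to start; A480 q20 s × 4 min; Activity was normalised to no-enzyme and no-compound control wells.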
# Shiga inhibitor: inhibitors of Shiga toxin in Vero cells | Vero cells, Shiga toxin protein synthesis inhibition reporter | inhibition, % at 38.7 µM | 9.2% of 290,000 active; in the data active = inhibition mostly above about 28%, no sharp cut-off; inactive = mostly below about 43%; also: 0% is about no effect
# AmpC detergent: blocks E. coli AmpC beta-lactamase in detergent assay | P00811 | AmpC hydrolysis of nitrocefin, absorbance 480 nm, 0.01% Triton | Potency, µM (titrated, usually from 114 µM), for the others: at the top dose activity change, negative = inhibition, usual class: inhibitors | 0.041% of 370,000 active;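 also: potency is read from the fitted curve at half-maximal effect; 0% = no-compound wells and -100% = no-enzyme wells; nearly all actives have a fitted effect of over 25% in size; some results filed as inactive show a strong effect at the top dose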
#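 AmpC (5.3 nM in the dispensed reagent) in 20 mM phosphate pH 7.0 with 0.01% (detergent screen) or 0.0001% Triton X-100 was preincubated with compounds for 15 min at room temperature. Nitrocefin was then added from an 800 uM solution, and hydrolysis was followed at 480 nm.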
# Starred values were filed as active, the others as inactive; ? = inconclusive; . = no result given; [ ] = remark or other dose. Unless noted, calls follow the shape of the dose curve; as a rule, active = well fitted curve in the direction sought with a large enough effect; inconclusive = small, poorly fitted or top-dose-only effect, or another doubt; inactive = no such curve, though single readings can be large; an effect the other way counts as inactive or inconclusive.
SMILES,Giardia FBPA inh,CHX counter,HCMV antiviral,AMA1-RON2 inh,AmpC inh no detg,Shiga inhibitor,AmpC detergent
COc1ccc(S(=O)(=O)Nc2cc(C(=O)NCCCN3CCOCC3)ccc2N2CCOCC2)cc1,-0.1%,-2.8,?,5.2%,-2.7%,5.2,-4.1%
COc1ccc(S(=O)(=O)NC(Cc2cnc[nH]2)C(=O)O)cc1 (stereo unspecified),-24.4%,-1.3,-15.3,-12.2%,-23.5%,19.5,-2.4%
CCn1c(SCC(=O)Nc2nnc(C)s2)nnc1C(C)NC(=O)c1ccccc1F (stereo unspecified),?,-3.0,-9.6,0.4%,2.7%,-12.3,-8.2%
COC(=O)c1ccccc1NC(=O)CN(c1ccc(C)cc1)S(C)(=O)=O,-1.6%,-4.5,9.1,1.1%,37.8%,-4.4,?
CNC(=O)COC(=O)COc1ccc2c(C)cc(=O)oc2c1,2.1%,-8.8,6.8,-7.3%,-3.3%,-8.7,5.4%
Cc1nc(C)c(CCNC(=O)c2ccccc2Br)s1,3.8%,-1.0,-18.0,-2.7%,-21.7%,-2.9,?
O=C(Cn1cc([N+](=O)[O-])ccc1=O)N1CCc2ccccc21,.,.,3.0,2.7%,-16.2%,.,.
Cc1nnsc1C(=O)NNS(=O)(=O)c1cc(C(F)(F)F)cc(C(F)(F)F)c1,-23.0%,-1.6,8.7,75.2%[activator],-27.8%,5.0,7.9%
Cc1ccc(CNc2oc(COc3ccccc3Cl)nc2C#N)cc1,0.6%,10.5,-8.0,-7.6%,-19.3%,-1.9,-4.7%
CCN(C(=O)CN1C(=O)NC(c2ccccc2)(c2ccc(C)c(C)c2)C1=O)C1CCS(=O)(=O)C1 (stereo unspecified),.,.,14.0,-9.0%,159.7%[activator],.,-8.1%
CC(=O)Nc1ccc(NC(=O)C(=O)c2cn(CC(=O)N3CCCC3)c3ccccc23)cc1,0.0%,-0.6,-0.4,-5.7%,-0.9%,22.8,-7.9%
CCOC(=O)c1c(NC2=NS(=O)(=O)c3ccccc32)sc2c1CCCCC2,7.7%,-3.2,-19.8,-5.4%,-15.3%,-7.6,0.8%
COC(=O)C(Cc1ccccc1)NC(=O)COc1ccc(C(C)(C)C)cc1 (stereo unspecified),-3.4%,-3.3,29.7,24.2%,82.2%[activator],-10.4,?
Cc1ccc(C)c(S(=O)(=O)N2CCN(CC(=O)NC(=O)NCc3ccco3)CC2)c1,-0.5%,-2.9,-5.1,-11.8%,31.8%,-5.8,1.5%
COc1ccc(NC(C)=O)cc1NC(=O)CSc1nnc(-c2ccc(F)cc2)n1N,3.8%,-1.4,1.8,22.6%,-11.1%,2.8,?
Cc1ccc(C(=O)Nc2nc(C)c(C)s2)o1,-5.6%,35.5*,36.0,-6.5%,-8.2%,62.2*,0.7%
CC(C)(C)[C@@H]1C=C(C(=O)O)O[C@H](OCc2ccc(CO)cc2)C1,5.9%,0.6,9.4,2.5%,-32.6%,-10.5,-3.0%
COc1ccc(N2CCN(c3cnc4ccccc4n3)CC2)cc1,2.9%,36.8*,-2.0,0.0%,-3.3%,70.2*,4.4%
CCN(Cc1ccc(NC(C)=O)cc1)CC1CCCN(CCc2cccc(OC)c2)C1 (stereo unspecified),3.7%,-2.9,-25.8,9.3%,-7.0%,-2.7,-12.5%
COC(=O)c1cc2c(N)c(C(=O)c3ccc(Cl)cc3)sc2nc1C(OC)OC,-6.9%,-3.1,-4.4,12.4%,103.5%[activator],-1.4,0.6%
C=COCCn1c(C)c(C(=O)OCC)c2cc(O)ccc21,4.6%,1.7,35.3,0.0%,-7.2%,-11.6,-0.3%
O=C1c2ccccc2NC(c2ccccc2O)N1NS(=O)(=O)c1ccccc1 (stereo unspecified),-7.0%,7.1,?,54.6%[activator],-35.1%,12.0,0.0%
O=C(CSc1ccncc1)Nc1ccc2ccccc2c1,-14.3%,3.0,-35.7,-9.9%,-27.8%,4.0,-1.3%
CN1C2CCC1CC(NC(=O)c1cccc(C(F)(F)F)c1)C2 (stereo unspecified),-4.7%,-3.7,-2.0,-3.6%,-7.0%,-7.8,?
COc1ccccc1NC(=O)Nc1nc(CC(=O)Nc2ccc(OC)c(OC)c2)cs1,.,.,-21.8,-26.5%,-21.4%,.,?
O=C(Nc1nc(-c2ccccc2)c(C(=O)c2ccccc2)s1)c1ccc(S(=O)(=O)N2CCCC2)cc1,-0.6%,-2.4,-14.2,0.3%,-29.3%,-2.6,?
Cc1ccccc1C(=O)c1cccn1CC(=O)NCCCN1CC(C)CC(C)C1 (stereo unspecified),2.0%,-3.3,-31.5,18.7%,22.4%,-8.9,-13.7%
O=S(=O)(Nc1ccc(S(=O)(=O)Nc2ncccn2)cc1)c1ccccc1,.,-3.4,9.9,10.1%,-5.3%,-4.9,-1.6%
CCOC(=O)c1ccc(NC(=O)CSc2nnc(CNC(=O)c3ccco3)o2)cc1,.,-1.8,?,13.4%,-0.5%,12.8,-12.0%
CCN1CCc2c(OCC(=O)Nc3ccc4c(c3)OCCO4)cccc2C1=O,-8.3%,-6.6,.,.,-17.2%,-3.4,1.2%
O=C(Nc1nc2ccccc2[nH]1)c1cccc([N+](=O)[O-])c1,9.9%,46.6*,54.0,103.7%[activator],-20.4%[2.29 µM],58.5*,10.3%
CC(C)OCCCNC(=O)CN1CCN(Cc2ccccc2Cl)C1=O,1.2%,-4.4,59.5,5.6%,8.8%,-4.9,-6.1%
CCN(Cc1ccccc1)S(=O)(=O)c1c(C)[nH]c(C)c1C(=O)N1CCCC1,-1.0%,-5.6,-35.2,-8.7%,22.6%,-14.1,-13.6%
CC(=O)N1CCN(c2ccccc2NC(=O)c2ccc(C#N)cc2F)CC1,-1.0%,1.4,38.6,3.4%,42.0%,-11.0,6.1%
O=C(O)CCC(=O)N1CCN(S(=O)(=O)c2cccs2)CC1,.,7.6,-6.6,-7.8%,-10.2%,-5.0,4.3%
Cc1cccc(CC2CC(=O)N(c3ccc(C)cc3Br)C2=O)c1 (stereo unspecified),8.6%,-0.4,-3.7,-3.7%,0.2%,5.2,6.0%
COc1ccc(CNC(=O)CSc2nc3[nH]ncc3c(=O)n2-c2ccccc2Br)cc1,2.5%,-0.8,.,.,-11.4%,18.7,-1.6%
Cn1c(-c2cccc([N+](=O)[O-])c2)cnc1NCc1cccc([N+](=O)[O-])c1,?,6.2,-5.4,?,-25.9%,19.4,1.8%
CC(C)CC(=O)NCCNC(=O)c1cc(OCC(F)(F)F)ccc1OCC(F)(F)F,4.4%,-2.9,34.7,-3.1%,0.5%,-9.8,1.7%
Cc1csc(NC(=O)CSC2=NS(=O)(=O)c3ccccc3N2)n1,.,.,12.1,18.7%,-30.4%,.,?
O=C(COc1ccccc1Cl)N1CCCCCCC1,-6.0%,4.6,-6.5,7.6%,-12.7%,36.9,-3.9%
C#C[C@@]1(O)CCC2C3CCC4=C/C(=N/OCC(=O)NC(C(=O)O)C(C)O)CC[C@]4(C)C3CC[C@@]21C (stereo partly specified),3.5%,-1.0,-34.1,-5.8%,-15.2%,-3.0,0.0%
C=CCn1c(-c2cccnc2Cl)nc2ccccc21,0.7%,-0.3,10.7,-4.9%,-0.4%,2.4,5.5%
CC1=NN(S(=O)(=O)c2ccc(F)cc2)C(=O)c2ccccc2O1,0.0%,-5.6,37.2,-13.4%,-5.2%,-2.3,2.4%
Cc1cccc(N2CCN(CC3CCCCC3)CC2)c1C,-11.9%,-3.6,-20.9,0.6%,-30.6%,-1.2,-10.1%

# Fetched one by one from the entries so far, 6 records:
SMILES,Giardia FBPA inh,CHX counter,HCMV antiviral,AMA1-RON2 inh,AmpC inh no detg,Shiga inhibitor,AmpC detergent
COC(=O)c1cc2c(N)c(C(=O)c3ccc(Cl)cc3)sc2nc1C(OC)OC,-6.9%,-3.1,-4.4,12.4%,103.5%[activator],-1.4,0.6%
Cc1nc(C)c(CCNC(=O)c2ccccc2Br)s1,3.8%,-1.0,-18.0,-2.7%,-21.7%,-2.9,?
COc1ccc(S(=O)(=O)Nc2cc(C(=O)NCCCN3CCOCC3)ccc2N2CCOCC2)cc1,-0.1%,-2.8,?,5.2%,-2.7%,5.2,-4.1%
COC(=O)c1ccccc1NC(=O)CN(c1ccc(C)cc1)S(C)(=O)=O,-1.6%,-4.5,9.1,1.1%,37.8%,-4.4,?
COc1ccccc1NC(=O)Nc1nc(CC(=O)Nc2ccc(OC)c(OC)c2)cs1,.,.,-21.8,-26.5%,-21.4%,.,?
Cn1c(-c2cccc([N+](=O)[O-])c2)cnc1NCc1cccc([N+](=O)[O-])c1,?,6.2,-5.4,?,-25.9%,19.4,1.8%

# (cont.)
SMILES,Giardia FBPA inh,CHX counter,HCMV antiviral,AMA1-RON2 inh,AmpC inh no detg,Shiga inhibitor,AmpC detergent
CCCCNCCOc1ccccc1-c1ccccc1,-19.9%,-6.8,-36.5,-3.7%,26.2%,-5.2,-0.6%
O=c1c(-c2ccco2)[n+]([O-])c2ccccc2n1OCc1ccccn1,-20.0%,5.2,-5.9,10.0%,-6.6%,-13.1,-2.3%
COC(=O)C1=C(c2ccc3ccccc3c2)C[C@@H]2CC[C@H]1N2C(=O)NC1Cc2ccccc2C1,.,.,45.8,-14.7%,-15.1%,.,1.8%
O=C(Nc1cccc(S(=O)(=O)N2CCCCC2)c1)C1CC(=O)N(Cc2ccccc2)C1 (stereo unspecified),.,.,-23.6,-3.8%,17.9%,.,2.3%
COc1ccc(S(=O)(=O)N2CCOCC2)cc1NC(=O)C1CCCN1C(=O)c1cccs1 (stereo unspecified),.,.,54.2,5.4%,23.3%,.,3.4%
COc1cccc(CN(C)C(=O)CNC(=O)c2cccs2)c1OC,.,.,-8.3,9.7%,?,.,?
CC1(C)CC(=O)C([N+](=O)[O-])=C(NCCCC(=O)O)C1,-0.1%,8.0,50.5,8.9%,-35.4%,-11.2,-2.5%
CC(C)Cn1c(SCC(=O)NCc2ccco2)nnc1-c1ccncc1,-1.2%,1.2,-13.0,0.0%,0.1%,-1.5,-0.7%
COc1ccccc1CNC(=O)CN1CCN(c2ccc(C(C)=O)cc2)CC1,6.6%,-5.1,-2.2,22.7%,38.0%,16.3,-8.1%
O=C(NCCOC(=O)c1cccs1)c1cccnc1,11.9%,1.9,-4.5,11.7%,-14.8%,15.6,-1.6%
CCOC(=O)CSc1nnc(NC(=O)c2cc([N+](=O)[O-])cc([N+](=O)[O-])c2)s1,0.4%,-1.5,-10.2,16.5%,-16.2%,-4.0,?
O=C(CCCn1c(=S)[nH]c2cc3c(cc2c1=O)OCO3)N1CCc2ccccc2C1,-4.6%,-2.8,-5.1,59.6%[activator],-27.3%,-8.4,0.8%

# Screens deposited in PubChem by National Center for Advancing Translational Sciences (NCATS).
